KDM5B inh = Primary screen for KDM5B Histone Demethylases FDH-coupled qHTS; Lysine-specific demethylase 5B (Homo sapiens), Q9UGL1; KDM5B demethylase, FDH-coupled NADH fluorescence (FDH is formaldehyde dehydrogenase); Potency, µM (doses to about 57.7 µM), without a hit: top-dose activity change, negative = inhibition, usual class: inhibitors; hit rate 2.6% among 220,000; active means well fitted inhibition curve with a large enough effect; inconclusive means small, poorly fitted or top-dose-only effect; inactive means no such curve, though single readings can be large or run the other way; further: 0% is about no effect; nearly all actives have a fitted effect of over 70% in size
Target sequence (Q9UGL1 whole entry, looked up): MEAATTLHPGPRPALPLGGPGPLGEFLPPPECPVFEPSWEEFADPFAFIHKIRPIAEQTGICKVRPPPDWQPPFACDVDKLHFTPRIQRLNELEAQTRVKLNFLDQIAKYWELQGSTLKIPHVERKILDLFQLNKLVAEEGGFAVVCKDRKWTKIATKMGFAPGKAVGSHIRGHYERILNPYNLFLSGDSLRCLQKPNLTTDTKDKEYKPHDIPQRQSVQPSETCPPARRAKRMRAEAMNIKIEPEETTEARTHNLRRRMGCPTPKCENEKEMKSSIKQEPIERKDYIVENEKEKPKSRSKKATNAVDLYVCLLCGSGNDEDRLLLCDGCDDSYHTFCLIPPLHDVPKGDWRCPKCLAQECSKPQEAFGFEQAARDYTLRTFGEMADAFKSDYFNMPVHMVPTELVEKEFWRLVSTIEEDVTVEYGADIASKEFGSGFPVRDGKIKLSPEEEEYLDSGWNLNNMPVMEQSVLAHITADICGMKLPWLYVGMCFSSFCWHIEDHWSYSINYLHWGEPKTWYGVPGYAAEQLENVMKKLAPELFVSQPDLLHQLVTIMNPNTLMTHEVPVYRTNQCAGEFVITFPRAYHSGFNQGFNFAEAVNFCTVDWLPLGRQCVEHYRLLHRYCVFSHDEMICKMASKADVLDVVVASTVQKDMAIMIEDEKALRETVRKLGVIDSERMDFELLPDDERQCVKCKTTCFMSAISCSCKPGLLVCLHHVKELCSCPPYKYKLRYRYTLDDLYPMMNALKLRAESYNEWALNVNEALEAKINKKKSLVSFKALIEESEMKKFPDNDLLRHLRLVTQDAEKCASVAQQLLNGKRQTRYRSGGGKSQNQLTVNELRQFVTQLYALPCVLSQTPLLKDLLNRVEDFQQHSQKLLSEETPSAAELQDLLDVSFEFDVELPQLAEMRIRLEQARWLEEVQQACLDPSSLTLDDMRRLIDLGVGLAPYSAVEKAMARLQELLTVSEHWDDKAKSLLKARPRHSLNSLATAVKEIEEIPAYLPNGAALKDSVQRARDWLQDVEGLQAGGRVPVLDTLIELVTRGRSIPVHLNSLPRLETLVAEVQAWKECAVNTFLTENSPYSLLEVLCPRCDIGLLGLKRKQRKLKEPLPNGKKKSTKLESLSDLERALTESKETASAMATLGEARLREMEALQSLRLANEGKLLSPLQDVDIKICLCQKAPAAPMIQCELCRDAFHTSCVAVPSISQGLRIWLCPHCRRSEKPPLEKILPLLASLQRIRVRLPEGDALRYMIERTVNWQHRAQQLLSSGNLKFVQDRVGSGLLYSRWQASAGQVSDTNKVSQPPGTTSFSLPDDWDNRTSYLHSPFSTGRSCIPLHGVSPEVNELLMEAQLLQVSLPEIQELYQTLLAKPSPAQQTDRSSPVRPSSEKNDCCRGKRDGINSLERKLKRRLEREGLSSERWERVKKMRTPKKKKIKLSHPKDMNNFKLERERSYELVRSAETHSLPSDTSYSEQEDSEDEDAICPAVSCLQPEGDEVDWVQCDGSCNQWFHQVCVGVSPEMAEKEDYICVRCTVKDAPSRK
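Measured: NADH fluorescence change, 30 min, RT. System: KDM5BΔAP 200 nM final, H3K4me3 peptide, α-KG, Fe(II), ascorbate, NAD⁺ plus FDH, pH 7.5 HEPES. Compounds: titrated, 10 min pre-incubation with enzyme.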
* = called active by the depositor; u = inconclusive; [ ] = dose if it differs, or a comment. Potency means the concentration at half of the fitted maximal effect. An excerpt; count on the stated rates, not on these rows.

SMILES	KDM5B inh
C=CCC1(C(=O)O)CCCN(Cc2cc(Cl)ccc2OCC(=O)O)C1 (configuration not stated)	u
CC(C)NC(=O)Cn1nc2c(cc1=O)CCCCC2	40%[activator]
CCOC(=O)c1c(C)sc(-c2c(-c3cccc(Cl)c3)[nH]c3c2c(=O)n(C)c(=O)n3C)c1O	-1%
O=C(OCC1CC1)c1ccc(-c2ccccc2)cc1	4%
CCC(O)C(=O)N1CCC(c2[nH]ncc2-c2cccc(OC)c2)CC1 (configuration not stated)	18%
CCCCNC(=O)c1ccc2c(c1)N(Cc1ccccc1)C(=O)CS2=O (configuration not stated)	3%
O=C(Cn1ncc2c3ccccc3n(Cc3ccccc3)c2c1=O)Nc1ccccc1C(F)(F)F	-17%
CCCNC(=O)c1cc(C)c(CC)s1	-1%
Cc1ccc2c(C)c(C(=O)N(C)Cc3ccncn3)oc2c1C	7%
COc1cccc(CCC2CCCN(C(=O)c3ccoc3C)C2)c1 (configuration not stated)	14%
COc1cccc(NC(=O)c2oc3ccc(S(=O)(=O)N4CCC5(CC4)OCCO5)cc3c2C)c1	u
CC(C)c1ccc(C2=NC(c3ccncc3)=Nc3ccc(F)cc3N2)cc1	-18%
COc1ccc(C[C@H](NC(=O)[C@@H]2C[C@@H](NC(=O)CSC)CCN2C(=O)CCC(=O)O)C(N)=O)cc1	12%
O=S(=O)(c1cccnc1)N1CC(F)(F)C[C@H]1c1nc(C2CC2)no1	u
CN1C(=O)N(C)C2(CCN(c3cc(C4CC(O)C4)ncn3)CC2)C1=O (configuration not stated)	-2%
CCOC(=O)c1cccc(NS(=O)(=O)c2cc3c(cc2C)NC(=O)CO3)c1	u
COC(=O)CCCNC(=O)CN1CCCCCC1	10%
CCCNC(=O)c1ccc2c(c1)ncn2-c1ccc(C)cc1C	-3%
CC(C)NC(=O)N1CCN(c2ccc(Cl)nn2)C(=O)C1	14%[149 µM]
COc1ccc(CCNC(=O)CN2C(=O)COc3ccc(S(=O)(=O)N4CCCCCC4)cc32)cc1OC	-10%
COc1cccc(-c2n[nH]c3c2CC(=O)N(Cc2ccccn2)C3)c1	u
CC(C)(C)c1ccc(C(=O)NCCCNC(=O)c2cc3ccccc3[nH]2)cc1	-16%
COc1cc(NC(=O)Nc2nnc(N3CCCCCC3)s2)cc(OC)c1	-6%
CN1Cc2nc(OCc3ccc(F)cc3)ccc2OCC1=O	-12%[86.2 µM]
O=C(NCCNc1cccnc1)C1CCC(=O)N(CCc2ccc(Cl)cc2)C1 (configuration not stated)	u
SMILES	KDM5B inh
O=C(NCc1ccc(CN2CCCCC2)cc1)c1ccc(C(F)(F)F)nc1	16%
Cc1c(N=Cc2cc3c(cc2[N+](=O)[O-])OCO3)cccc1[N+](=O)[O-]	-23%
CNc1ccc(OC(F)(F)F)cc1	-12%
CCOc1ccc(Cn2nnc3c(=O)[nH]c(C4CCN(C(=O)c5ccccc5)CC4)nc32)cc1	-5%
Cc1ccc(-n2ncc3c(NCCCc4ccccc4)ncnc32)cc1C	u
CCn1nc(C)cc1C(=O)N[C@@H]1c2ccccc2C2(CCNCC2)[C@H]1OC	4%
COc1cccc(/C=C/C(=O)C23CC4CC(CC(C4)C2)C3)c1OC	12%
C[C@@H](NC(=O)C1=C[C@@H](NC(=O)CC(C)(C)C)[C@@H](O)[C@H](O)C1)C(N)=O	-27%[86.2 µM]
CCOCCCn1c(=NC(=O)c2ccco2)c(C(=O)OCC)cc2c(=O)n3cccc(C)c3nc21	u
CC(C)CNC(=O)C(Cc1ccccc1)NC(=O)c1ccccc1 (configuration not stated)	24%
ClC(=C\c1ccccc1)/C=N/N1CCN(Cc2ccc(Cl)cc2)CC1	18%
O=C(NC1CCc2n[nH]c(=O)n2CC1)c1ccc2nc[nH]c2c1 (configuration not stated)	-7%
COC(=O)c1ccccc1NC(=O)Cn1c(=O)n(CCCC(=O)NCCc2ccc(OC)c(OC)c2)c(=O)c2ccccc21	-17%
CCOC(=O)C(CC)Sc1nnc(CSc2ncccn2)n1-c1ccccc1 (configuration not stated)	17%
CC(=O)NC[C@@H]1C=C(C)[C@H](CC(=O)O)C[C@H]1C(C)C	-17%[115 µM]
COc1cccc(OC)c1C(=O)OCC(=O)c1ccc(Cl)cc1	-9%
CCc1ccc(NC(=O)CC2S/C(=N/N=C3CCCCCC3)NC2=O)cc1 (configuration not stated)	-3%
COc1ccccc1CNC(=O)C1CCN(S(=O)(=O)c2c(C)noc2/C=C/c2cccs2)CC1	u
NC(=O)COc1ccc(C2CC(=O)Nc3nc(N4CCCCC4)sc32)cc1 (configuration not stated)	u
c1ccc(-c2noc(CN3CCCC3c3ccsc3)n2)nc1 (configuration not stated)	11%
O=C(Cc1ccccc1)NCC(=O)N/N=C/c1cccnc1	22%
CC(C)NC(=O)CSc1nnc(NC2CC2)s1	11%
O=C(Cn1ncc2ccccc2c1=O)NC1CCCc2c1[nH]c1ccccc21 (configuration not stated)	u
Cc1cc(NC(=O)NCC(c2cccs2)N2CCOCC2)n(C)n1 (configuration not stated)	-16%
O=C(NC1CCCCCC1)c1cnn2c(C(F)(F)F)cc(-c3ccco3)nc12	-21%
SMILES	KDM5B inh
Cc1ccc(/C(O)=C2\C(=O)C(=O)N(CCCO)C2c2ccc(F)cc2)cc1 (configuration not stated)	15%
COc1cccc(CNCCSc2nnnn2C)c1OCc1ccc(F)cc1	-4%
Cc1cccc(OCCNC(=O)c2ccc3c(c2)NC(=O)CS3)c1	-7%
Cc1c(-c2ccccc2)oc2c(C(=O)NCCCO)cccc2c1=O	-5%
Cc1ccc(S(=O)(=O)NC2=NCN(CCc3ccccc3)CN2)cc1	-5%
CCOC(=O)c1ccc(CN(Cc2ccccc2)S(=O)(=O)c2ccc(C)cc2)cc1	-33%
c1ccc(-c2cc(-c3ccccc3)c3c(n2)-c2ccccc2OC3)cc1	-110%
O=C(Cn1c(=O)nc(-c2ccccc2)c2cc(Cl)ccc21)NCCc1ccc(Cl)cc1	u
Cc1oc(-c2ccc(Cl)cc2)nc1Cn1c(=O)cc(-c2ccccc2)c2c(C)nn(C)c21	-22%
CCNC(=O)c1cccnc1OC1CCN(C(=O)c2ccc(C)c(F)c2)C1 (configuration not stated)	u
COc1ccc(NC(=O)CSc2ncc(-c3ccc(Cl)cc3)[nH]2)cc1OC	u
CN(CCNc1nc(CCN)nc2ccccc12)S(C)(=O)=O	-12%
CS(=O)(=O)N1CCC(NS(=O)(=O)c2ccccc2F)CC1	5%
CC(OC(=O)c1c[nH]c2ccccc12)C(=O)Nc1ccc(N2CCOCC2)cc1 (configuration not stated)	1%
O=C(CCc1ccccc1)N1N=C(c2ccccc2)CC1c1ccc2nccnc2c1 (configuration not stated)	-9%
COc1cccc(-c2nc(-c3nnn4c3COC(c3ccc(C)cc3)C4)no2)c1OC (configuration not stated)	u
Cc1nc(-n2[nH]c(C)c(CCC(C)C)c2=O)sc1C(=O)Nc1ccccc1	13%
Cc1ccc(-c2cn3ccccc3n2)cc1C	u
Cc1ccc(OCc2nc(C3CCN(S(=O)(=O)Cc4ccccc4F)C3)no2)cc1 (configuration not stated)	-33%
Cc1n[nH]c(C)c1CNC(=O)c1ccc(CC2CCN(S(C)(=O)=O)CC2)cc1	8%
Cc1cnc(CC2CCN(C(=O)C3CCOC3)CC2)n1Cc1ccc(F)cc1 (configuration not stated)	13%
CC(=O)Nc1ccccc1C(=O)N1CCN(C(c2ccccc2)c2ccccc2)CC1	16%
NC(=O)c1cccc(O)c1	-16%
CC(NC(=O)c1n[nH]c(=O)c2ccccc12)c1nnc2n1CCCCC2 (configuration not stated)	-2%
O=C1NCCC[C@@H]1NC(=O)[C@@H]1CN(C(=O)c2cccc(F)c2)CCN1C(=O)c1cccc(F)c1	-2%
SMILES	KDM5B inh
Cc1ccc(C(=O)N2CCC(n3c(C)cnc3-c3ccccc3)CC2)cn1	9%
COc1ccc(C2=NOC(C(=O)N3CCN(c4ccccc4OC)CC3)C2)cc1 (configuration not stated)	-2%
COc1ccc(C(=O)N2CCC3(CC2)OCC(C(=O)NC(C)C)N3C(=O)c2ccccc2)cc1OC (configuration not stated)	9%
COc1cncc(N2C[C@H]3[C@H](C2)[S+](=O)([O-])C(C)(C)C(=O)N3Cc2ccccc2)c1	7.1µM*
CCCc1ccc(OCc2ccc(C(=O)Nc3ccccc3C(=O)OC)o2)cc1	u
Cc1nnsc1C(=O)N[C@H]1CCN(C(=O)CSCC(=O)O)[C@H](C(=O)N[C@H](Cc2ccccc2)C(N)=O)C1	30%
CCCCN(Cc1cc2ccccc2[nH]c1=O)C(=O)c1ccc(OC)cc1	-2%
Cc1ccc2oc(-c3ccc(Cl)c(NC(=O)c4ccc([N+](=O)[O-])o4)c3)nc2c1	-8%
CC1(C)Cc2nc3oc4c(SCC(N)=O)ncnc4c3cc2CO1	-9%
CNC(=O)CCn1ncc2cc(OCc3ccccc3-c3ccccc3OC)ccc21	u
COc1ccc(C(=O)OCC(=O)Nc2c(C(C)C)cccc2C(C)C)c(OC)c1OC	3%
Cc1cc(Nc2ccccc2)n2nc(Cc3ccc(Cl)cc3)nc2n1	20%
COc1cccc(CNC(=O)CSC2=Nc3ccccc3C3=NC(C)C(=O)N23)c1OC (configuration not stated)	u
CCC(c1cnn(C)c1)n1ccnc1-c1ccc(SC)cc1 (configuration not stated)	u
COCCNC(=O)CSc1nc2cc3c(cc2c(=O)n1CCCCCC(=O)NCCc1ccc(OC)c(OC)c1)OCO3	-5%
O=C(c1nccc2ccccc12)N1CCC(N2C(=O)C(O)C23CCCCC3)CC1 (configuration not stated)	20%
CCOc1ccc(C(C(=O)NCC2CCCO2)N(Cc2cccc(OC)c2)C(=O)c2snc(C(N)=O)c2N)cc1 (configuration not stated)	u
CC(=O)c1cccc(NC(=O)c2cnc(-c3ccc(C)cc3)nc2-c2ccncc2)c1	-8%
CCCc1c(C)[nH]c2c(Br)cccc2c1=O	22%
O=C(NCCn1ccn2nc(-c3ccc(F)cc3)cc2c1=O)c1ccc2c(c1)OCO2	u
c1ccc(-c2csc(C34CC5CC(CC(C5)C3)C4)n2)cc1	20%
O=C(Cn1c(=O)n(CCc2ccccc2)c(=O)c2cccnc21)Nc1ccc(F)cc1	-20%
CCCCSc1nnc2n(-c3cccc(C)c3)c(=O)c3c4c(sc3n12)CCCC4	0%
COc1ccc(C2(C(=O)N3CCC4(CCCN(C)C4=O)C3)CCCC2)cc1 (configuration not stated)	-2%
Cc1c(N2C(=O)C3C4C=CC(C5CC45)C3C2=O)c(=O)n(-c2ccccc2)n1C (configuration not stated)	25%
SMILES	KDM5B inh
O=C(O)C[C@@H]1CCN(C(=O)Nc2cccc(C(F)(F)F)c2)C[C@@H]1CC1=NCCc2cc(F)ccc21	u
c1ccc(CN2CCC(Oc3nccnc3N3CCc4ccccc43)C2)nc1 (configuration not stated)	-9%
Cc1ccc(-c2nc(-c3nc(-c4cccs4)cs3)sc2C)cc1C	-7%
O=C(NCc1ccc(F)cc1Cl)c1cc2n(n1)CC(c1ccc3c(c1)OCO3)OC2 (configuration not stated)	u
CCOc1ccc(S(=O)(=O)N2CCC(C(=O)NCCN3CCOCC3)CC2)cc1C	-6%
CCCCN(C)c1ccc(/C=N/NC(=S)Nc2ccc(CC)cc2)cc1	75%[activator]
CCCC(=O)N1CCCN(C(C)C(=O)Nc2ccc(F)c(F)c2)CC1 (configuration not stated)	10%
O=C(c1cc2cc(Br)ccc2oc1=O)N1CCc2ccccc2C1	-5%
CCn1c(=NC(=O)c2ccc(S(=O)(=O)N3CCCC3)cc2)sc2cc(Br)ccc21	u
CC(C)(C)n1ncc2c1NC(=O)CC21C(=O)Nc2cccc(Cl)c21 (configuration not stated)	6%
COc1ccc(Nc2nc3ccccc3nc2NS(=O)(=O)c2ccc(Cl)cc2)c(OC)c1	-7%
CCOC(=O)CCC(=O)Nc1nnc2n1CCS2	u

Assay outcomes: PubChem, National Center for Advancing Translational Sciences (NCATS)
